From PubChem BioAssay
IkB sig inh = inhibitors of IkB signaling in ABC-DLBCL cells; ABC-DLBCL IkBa-CBG/CBR dual luciferase ratio, 4 h; response scale: scaled: untreated 0%, proteasome inhibitor 100%; Potency, µM (doses to about 57.1 µM), for the others: at the top dose IkBa stabilization activation; hit rate 0.04% among 110,000; active = well fitted curve in the direction sought with a large enough effect in the signal ratio, not every such curve was filed as active; inconclusive = small, poorly fitted or top-dose-only effect, or a change in a side signal; the % refers to the signal ratio;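 note: the direction sought is a rising ratio; 0% = basal untreated cells and 100% = reference inhibitor full response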
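Curves were fitted separately to fusion (green), unfused (red) and ratio luminescence, then classed by r2, magnitude and activity. Cells: OCI-Ly3, 4 h compound plus doxycycline at 37C; 10 uM MG-132 defined full response.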
Peg3 imprint = inducers of genomic imprint erasure in mouse ES cells | mouse ES Peg3-LacZ reporter, beta-gal luminescence, 40 h | Potency, µM (doses to about 60.7 µM), for the others: at the top dose activity change, positive = activation, actives largely listed as activators | hit rate 0.02% among 110,000;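 note: 0% = negative control wells on the plate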
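Each well holds 300 Peg3LacZ-Neo (maternal) female ES cells incubated 40 h at 37C, 5% CO2. LacZ is measured by BetaGlo luminescence, with AC50 and maximum efficacy derived from dose-response curves.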
p53ts 39C kill = kills p53ts cells at the nonpermissive temperature; hit rate 1.5% among 130,000; Potency, µM (top dose mostly 46.1 µM), inactives show top-dose activity change, negative = cell killing, most hits filed as cytotoxic; AID 902; H1299-p53A138V viability at 39C, ATP luminescence, 24 h; note: nearly all actives have a fitted effect of over 55% in size
p53ts 32C tox = p53ts cell cytotoxicity, permissive temperature | H1299-p53A138V at 32C, ATP luminescence viability, 24 h | Potency, µM (doses to about 46.1 µM), for inactives: at the highest dose activity change, negative = cytotoxicity, most hits filed as cytotoxic | hit rate 0.93% among 130,000 | AID 924;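 note: 0% = DMSO and -100% = full killing by reference compound; nearly all actives have a fitted effect of over 55% in size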
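Cells: H1299 p53ts (A138V), 600/well, pre-incubated 16–30 h at 37C. Cpd up to 46 uM, 24 h, 32C. Readout: ATPlite luminescence, 20 min RT. Normalization: DMSO vs tamoxifen 100 uM. AC50 by Hill equation.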
* = called active by the depositor; ? = inconclusive; . = no result given; & = joins results of further samples; [ ] = another dose, or the depositor's remark. Unless noted, calls come from the whole dose curve; as a rule, active = well fitted curve in the direction sought with a large enough effect; inconclusive = small, poorly fitted or top-dose-only effect, or another doubt; inactive = no such curve, though single readings can be large; an effect the other way counts as inactive or inconclusive. Unless noted, % is set by controls: 0 for no effect and ±100 for the full control effect; potency is the fitted concentration of half-maximal effect. Some of the compounds tested, so the mix of outcomes need not match the whole.

1) O=C(O)c1cc(=O)c2ccccc2o1
2) COc1ccc(-c2cc(C(F)F)nn2-c2ccc(S(N)(=O)=O)cc2)cc1F
3) C[C@@H]1c2cccc(O)c2C(O)=C2C(=O)[C@@]3(O)C(O)=C(C(N)=O)C(=O)[C@@H](N(C)C)[C@@H]3[C@@H](O)[C@@H]21
4) CCN(CCCCOC(=O)c1ccc(OC)c(OC)c1)C(C)Cc1ccc(OC)cc1 (stereo unspecified)
5) COc1cc(C=O)ccc1O
6) Cc1nc2c3ccccc3nc(NNC(=O)CCC(=O)N3CCN(c4ccccc4F)CC3)n2n1
7) CC(C)NNC(=O)c1ccncc1
8) CCc1cccc(CC)c1NC(=O)CN(CC(=O)O)CC(=O)O

| Screen / compound no. | 1 | 2 | 3 | 4 | 5 | 6 | 7 | 8 |
| --- | --- | --- | --- | --- | --- | --- | --- | --- |
| IkB sig inh | . | . | 1.1%[25.6 µM] | . | 1.1% | 0.5% | 0.9%[25.6 µM] | 2.0%[25.6 µM] |
| Peg3 imprint | -32.1%[inhibitor] | -2.6% | -7.0%[16.8 µM] | -22.3% | -5.3%&-5.0% | -8.0%[10.9 µM] | 16.8% | -3.2%[16.8 µM] |
| p53ts 39C kill | -11.6% | -3.2% | 10.4%[20.6 µM] | 1.2% | 9.2% | -16.1% | -1.5% | 5.3%[20.6 µM] |
| p53ts 32C tox | -7.1% | 3.1% | 13.2%[20.6 µM] | -4.5% | 5.6%[1.84 µM] | -6.1% | 7.1% | 1.5%[20.6 µM] |

9) CCOC(=O)c1sc(NC(=O)c2c(-c3ccccc3)c(-c3ccccc3)nn(C)c2=O)nc1C
10) Cc1ccc(C)c(Nc2nc3nonc3nc2Nc2cccc(C)c2C)c1
11) Cc1c(Cl)cccc1NC(=O)Cn1cc(C(=O)C2CCCCC2)c2ccccc21
12) CCC1OC(=O)C[C@H](O)C(C)[C@@H](O[C@@H]2OC(C)C(O)C(N(C)C)C2O)C(CCN2CC(C)CC(C)C2)CC(C)C(=O)/C=C/C(C)=C\[C@@H]1COC1OC(C)C(O)C(OC)C1OC (stereo partly specified)
13) Cc1cc(Cn2cnc3c2C[C@@H](C(=O)O)N(C(=O)C(c2ccccc2)c2ccccc2)C3)ccc1N(C)C
14) Cc1ccccc1OCC(O)CO (stereo unspecified)
15) COc1ccc(C(=O)c2ccccc2)c(O)c1
16) N=c1nc(N2CCCCC2)cc(N)n1O

| Screen / compound no. | 9 | 10 | 11 | 12 | 13 | 14 | 15 | 16 |
| --- | --- | --- | --- | --- | --- | --- | --- | --- |
| IkB sig inh | ? | ? | ? | . | 0.1% | . | -0.3% | 0.2% |
| Peg3 imprint | 13.4%[10.9 µM] | -14.9%[10.9 µM] | -9.5%[10.9 µM] | 2.7% | -0.7% | -10.2% | -8.3% | 6.6% |
| p53ts 39C kill | -18.3% | -28.2% | -23.6% | 25.9% | -2.7% | -1.8% | 4.0% | 5.8% |
| p53ts 32C tox | 30.2%[activator] | -0.7% | -20.8% | -1.6% | -1.9% | -5.6% | 3.6% | 16.6% |

17) CCCOc1ccc2nc(NC(=O)OC)[nH]c2c1
18) C[C@@]12CC[C@H]3[C@@H](CCC4=CC(=O)CC[C@]43C)[C@H]1CC[C@H]2C(=O)CO
19) CC1CCC2(C(=O)O)CCC3(C)C(=CCC4C3(C)CCC3[C@@]4(C)CC(O)C(O)[C@@]3(C)CO)C2C1C (stereo partly specified)
20) Cc1scc2c1N(C(=O)CN1CCN(C)CC1)c1ccccc1NC2=O
21) CCCOc1ccc(C(=O)OCCN(CC)CC)cc1N
22) C[C@H](N)C1CCC(C(=O)Nc2ccncc2)CC1 (stereo partly specified)
23) CN[C@@H]1[C@H](O)[C@H](NC)[C@H]2O[C@@]3(O)C(=O)C[C@@H](C)O[C@H]3O[C@@H]2[C@H]1O
24) COC(=O)c1ccccc1O

| Screen / compound no. | 17 | 18 | 19 | 20 | 21 | 22 | 23 | 24 |
| --- | --- | --- | --- | --- | --- | --- | --- | --- |
| IkB sig inh | . | -0.4%[25.6 µM] | . | 0.4% | -0.4%[25.6 µM] | -12.7% | . | 1.6% |
| Peg3 imprint | -27.6% | 4.2%[16.8 µM] | -3.9% | -3.9% | 20.4%[16.8 µM] | . | -3.8% | 5.0% |
| p53ts 39C kill | -10.8% | 5.8%[20.6 µM] | 8.8% | -4.2% | -14.3%[20.6 µM] | 10.1% | -2.8% | 2.4% |
| p53ts 32C tox | -19.3% | -2.4%[20.6 µM] | 6.2% | -1.1% | -4.8%[20.6 µM] | 31.2%[activator] | 4.2% | -3.3%[1.84 µM] |

Arranged by number of heavy atoms (highest first): part of the list above.
10) Cc1ccc(C)c(Nc2nc3nonc3nc2Nc2cccc(C)c2C)c1
8) CCc1cccc(CC)c1NC(=O)CN(CC(=O)O)CC(=O)O
5) COc1cc(C=O)ccc1O

| Screen / compound no. | 10 | 8 | 5 |
| --- | --- | --- | --- |
| IkB sig inh | ? | 2.0%[25.6 µM] | 1.1% |
| Peg3 imprint | -14.9%[10.9 µM] | -3.2%[16.8 µM] | -5.3%&-5.0% |
| p53ts 39C kill | -28.2% | 5.3%[20.6 µM] | 9.2% |
| p53ts 32C tox | -0.7% | 1.5%[20.6 µM] | 5.6%[1.84 µM] |

Continuation:
25) CCN(CC)CCOc1ccc(Cc2ccccc2)cc1
26) CN(C)S(=O)(=O)n1cc(/C=C(\NC(=O)c2ccccc2)C(=O)NCCCn2ccnc2)c2ccccc21
27) CC(Cc1cccc(C(F)(F)F)c1)NCCOC(=O)c1ccccc1 (stereo unspecified)
28) CCCCCCCCCCCCCCC[C@@H](O)[C@@H](N)CO
29) Cc1ccsc1/C=C\C1=NCCCN1C
30) CCn1cc(C(=O)O)c(=O)c2cc(F)c(N3CCNC(C)C3)c(F)c21 (stereo unspecified)
31) COc1cc(C2Oc3cc(C4Oc5cc(O)cc(O)c5C(=O)C4O)ccc3OC2CO)ccc1O (stereo unspecified)
32) CCOc1ccc2nc(N3CCC(C(=O)Nc4ccccc4CC)CC3)sc2c1

| Screen / compound no. | 25 | 26 | 27 | 28 | 29 | 30 | 31 | 32 |
| --- | --- | --- | --- | --- | --- | --- | --- | --- |
| IkB sig inh | -0.5% | 5.0% | . | -0.1% | 0.8%[25.6 µM] | . | . | ? |
| Peg3 imprint | -13.0% | 5.7%[10.9 µM] | -29.6% | -62.2%[inhibitor] | 4.0%[16.8 µM] | -12.2%&-3.3% | -0.2% | -16.8%[10.9 µM] |
| p53ts 39C kill | -28.8% | 2.0% | -6.3% | ? | 1.6%[20.6 µM] | 2.3% | 24.0% | ? |
| p53ts 32C tox | -20.6% | -4.9% | -4.5% | ? | -0.3%[20.6 µM] | 4.5% | 32.5%[activator] | -16.9% |

33) CC1=C(C(=O)O)N2C(=O)[C@@H](NC(=O)[C@@H](N)c3ccc(O)cc3)[C@@H]2SC1
34) CCCCN(CCCC)CCCOC(=O)c1ccc(N)cc1
35) CN(C(=O)c1c(O)c2ccccc2n(C)c1=O)c1ccccc1
36) CCOC(=O)c1ccc(NC(=O)c2cc(=O)c3ccc(C)c(C)c3o2)cc1
37) CC12CCC3C(=CCc4cc(O)ccc43)C1CCC2=O (stereo unspecified)
38) CC(C)(C)NCC(O)COc1cccc2c1CC(O)C(O)C2 (stereo unspecified)
39) CC[C@@]12CCCN3CCc4c(n(c5ccccc45)[C@](O)(C(=O)OC)C1)[C@H]32
40) CCc1ccccc1OC[C@@H](O)CN[C@H]1CCCc2ccccc21

| Screen / compound no. | 33 | 34 | 35 | 36 | 37 | 38 | 39 | 40 |
| --- | --- | --- | --- | --- | --- | --- | --- | --- |
| IkB sig inh | 2.4%[25.6 µM] | 0.0%[25.6 µM] | 1.0% | -2.0% | . | . | -0.1%[11.4 µM] | ? |
| Peg3 imprint | -9.9%[16.8 µM] | -6.4% | -6.9% | -11.7%[10.9 µM] | -6.4% | -6.9% | -3.8% | -53.4%[inhibitor] |
| p53ts 39C kill | 11.2%[20.6 µM] | -3.6% | -8.3% | 20µM* | 6.7% | 1.0% | 4.0% | 20µM* |
| p53ts 32C tox | -1.8%[20.6 µM] | -6.0% | -10.3% | ? | -3.5% | -13.4% | 2.0% | 31.6µM* |

41) Nc1ncnc2c1c(-c1ccc(Oc3ccccc3)cc1)cn2C1CCCC1
42) CN(C)C/C=C(\c1ccc(Br)cc1)c1cccnc1
43) COc1cc2nc(N3CCN(C(=O)[C@@H]4COc5ccccc5O4)CC3)nc(N)c2cc1OC
44) C=Cc1ccccc1
45) Cc1cc(=O)oc2cc(O)ccc12
46) COc1cc(N)c(Cl)cc1C(=O)N[C@H]1CCN(CCCOc2ccc(F)cc2)C[C@H]1OC
47) C=C1c2cccc(O)c2C(O)=C2C(=O)[C@@]3(O)C(O)=C(C(N)=O)C(=O)[C@@H](N(C)C)[C@@H]3[C@@H](O)[C@H]12
48) CC(C)OCc1cc(CN2CCN(c3ccccc3)CC2)c(O)c2ncccc12
49) CCCCOc1cc(C(=O)OCCN(CC)CC)ccc1N
50) Cn1ccc2cc3c(cc21)CCN3C(=O)Nc1cccnc1

| Screen / compound no. | 41 | 42 | 43 | 44 | 45 | 46 | 47 | 48 | 49 | 50 |
| --- | --- | --- | --- | --- | --- | --- | --- | --- | --- | --- |
| IkB sig inh | 3.8% | 1.2%[11.4 µM] | -1.6%[25.6 µM] | 3.8% | 0.6%[25.6 µM] | 2.8%[25.6 µM] | -0.7%[25.6 µM] | 2.6% | 0.6%[25.6 µM] | -0.2%&-8.6% |
| Peg3 imprint | -25.3% | -23.8%[10.9 µM] | -0.4%[16.8 µM] | -3.6% | -11.8%[16.8 µM] | -3.8%[16.8 µM] | -4.7%[16.8 µM] | -39.7%[inhibitor][10.9 µM] | 1.3%[16.8 µM] | -30.9%&-4.8%[inhibitor] |
| p53ts 39C kill | ? | 2.2%[9.22 µM] | 3.7%[20.6 µM] | 0.0% | 4.5%[20.6 µM] | 13.9%[20.6 µM] | 12.4%[20.6 µM] | -20.0% | 6.4%[20.6 µM] | 10µM* |
| p53ts 32C tox | ? | -0.7%[9.22 µM] | 2.5%[20.6 µM] | 6.5%[1.84 µM] | 9.3%[20.6 µM] | -1.4%[20.6 µM] | 5.1%[20.6 µM] | -11.5% | -0.2%[20.6 µM] | 10µM* |

Among those listed so far, seven have sulfur:
2) COc1ccc(-c2cc(C(F)F)nn2-c2ccc(S(N)(=O)=O)cc2)cc1F
9) CCOC(=O)c1sc(NC(=O)c2c(-c3ccccc3)c(-c3ccccc3)nn(C)c2=O)nc1C
20) Cc1scc2c1N(C(=O)CN1CCN(C)CC1)c1ccccc1NC2=O
26) CN(C)S(=O)(=O)n1cc(/C=C(\NC(=O)c2ccccc2)C(=O)NCCCn2ccnc2)c2ccccc21
29) Cc1ccsc1/C=C\C1=NCCCN1C
32) CCOc1ccc2nc(N3CCC(C(=O)Nc4ccccc4CC)CC3)sc2c1
33) CC1=C(C(=O)O)N2C(=O)[C@@H](NC(=O)[C@@H](N)c3ccc(O)cc3)[C@@H]2SC1

| Screen / compound no. | 2 | 9 | 20 | 26 | 29 | 32 | 33 |
| --- | --- | --- | --- | --- | --- | --- | --- |
| IkB sig inh | . | ? | 0.4% | 5.0% | 0.8%[25.6 µM] | ? | 2.4%[25.6 µM] |
| Peg3 imprint | -2.6% | 13.4%[10.9 µM] | -3.9% | 5.7%[10.9 µM] | 4.0%[16.8 µM] | -16.8%[10.9 µM] | -9.9%[16.8 µM] |
| p53ts 39C kill | -3.2% | -18.3% | -4.2% | 2.0% | 1.6%[20.6 µM] | ? | 11.2%[20.6 µM] |
| p53ts 32C tox | 3.1% | 30.2%[activator] | -1.1% | -4.9% | -0.3%[20.6 µM] | -16.9% | -1.8%[20.6 µM] |
